MEKK2 mut-MEK5: signal of MEK5 binding to mutant human MEKK2 PB1 domain; hit rate 0.35% among 290,000; bead flow cytometry, Alexa488-MEK5 binding to MEKK2 mutant; percent response, % at 10 µM; in the data active means percent response above about 24%, passing the limit was not always enough; further: inactives centre near 1; some results filed as inactive read as strong as hits
MEKK2wt PB1 HTS: raises or lowers MEK5 binding to wildtype human MEKK2 PB1 domain | Q9Y2U5 | bead flow cytometry, Alexa488-MEK5 binding to MEKK2 WT; actives lie on both sides | binding response (% of control), % at 10 µM | hit rate 1.1% among 290,000 | AID 1531; in the data active means binding response below about 67% or above about 130%
OXTR agonist: activates the human oxytocin receptor; P30559; CHO-OTR cells, Fluo-8 calcium fluorescence; normalized: DMSO 0%, oxytocin 100%; activation, % at 3 µM; hit rate 0.32% among 320,000;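 active means activation above the mean of all tested compounds plus 3 SD, cutoff set per screening run, cut at about 20% in these data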;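 further: peak over basal fluorescence ratio from a 100 s FLIPR kinetic read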
NALP1 yeast inh: NALP1 inhibition. AID 2071. S. cerevisiae NALP1/ASC/caspase-1 growth, X-gal OD620, 72 h. hit rate 0.61% among 280,000. inhibition, % at 10 µM; in the data active means inhibition mostly above about 24%, no sharp cut-off; inactive means mostly below about 32%; further: some compounds called inactive have numbers as strong as hits
V1R ag counter: counter-screen for oxytocin receptor agonists: human V1a receptor agonists; hit rate 0.25% among 320,000; P37288; activation, % at 3 µM; AID 2797; CHO-V1R cells, Fluo-8 calcium fluorescence, agonist mode; 0% DMSO, 100% 3 nM vasopressin;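 active means activation above the mean activation of all tested compounds plus 3 SD, per screening run, cut at about 20% in these data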;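 further: signal is peak over basal fluorescence ratio across a 100 second FLIPR read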
Target sequence (P37288 whole entry, looked up): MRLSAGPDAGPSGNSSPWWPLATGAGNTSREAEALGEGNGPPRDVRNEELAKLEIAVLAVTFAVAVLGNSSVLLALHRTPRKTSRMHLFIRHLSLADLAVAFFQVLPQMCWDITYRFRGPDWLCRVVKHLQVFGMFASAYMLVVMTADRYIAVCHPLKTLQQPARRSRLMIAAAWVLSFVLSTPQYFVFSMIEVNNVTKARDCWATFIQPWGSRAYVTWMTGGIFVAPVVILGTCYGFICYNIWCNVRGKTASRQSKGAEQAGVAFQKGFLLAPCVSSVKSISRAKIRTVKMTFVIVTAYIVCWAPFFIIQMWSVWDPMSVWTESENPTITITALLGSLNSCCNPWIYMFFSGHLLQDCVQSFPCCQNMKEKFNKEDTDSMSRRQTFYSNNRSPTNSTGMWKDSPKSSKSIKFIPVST
GPR7 antag: blocks human GPR7 receptor signaling | GPR7-expressing cells, fluorescence antagonist assay | hit rate 1.1% among 290,000 | P48145 | inhibition, % at 4.4 µM; in the data active means inhibition above about 16%, passing the limit was not always enough;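 further: cells stimulated with the agonist NPW; 0% = agonist with vehicle and 100% = vehicle without agonist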
Target sequence (P48145 whole entry, looked up): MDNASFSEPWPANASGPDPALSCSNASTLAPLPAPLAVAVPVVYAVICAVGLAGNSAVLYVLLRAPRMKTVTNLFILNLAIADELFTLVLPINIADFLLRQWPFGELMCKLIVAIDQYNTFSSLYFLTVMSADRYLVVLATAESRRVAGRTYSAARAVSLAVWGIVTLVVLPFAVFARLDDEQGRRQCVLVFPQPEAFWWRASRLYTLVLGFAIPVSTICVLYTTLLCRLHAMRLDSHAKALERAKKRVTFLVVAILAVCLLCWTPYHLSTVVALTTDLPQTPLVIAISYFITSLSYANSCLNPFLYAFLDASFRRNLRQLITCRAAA
M18AAP inhibitor: blocks P. falciparum M18 aspartyl aminopeptidase. recombinant PfM18AAP, H-Glu-NHMec fluorogenic cleavage. inhibition, % at 7.35 µM. hit rate 1.2% among 290,000;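 active means inhibition above the campaign mean inhibition over all tested compounds plus 3 SD, cut at about 28% in these data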;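 further: 0% = plate median of test compound wells and 100% = 2 mM ZnCl2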
OXTR potentiate: human OXTR potentiation. P30559. CHO-OTR cells, Fluo-8 calcium fluorescence, potentiator mode; 0% = oxytocin EC15, 100% = EC100. hit rate 0.061% among 320,000. AID 2445. activation, % at 3 µM;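 active means activation above that plate's cutoff, the mean activation of tested compounds plus 3 SD, cut at about 6.6% in these data, passing the limit was not always enough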;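 further: 100% uses oxytocin at 75 nM as the full agonist control; some results filed as inactive read as strong as hits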
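Material: human OTR in CHO cells. Compound: 3.0 µM, one dose. Timing: compound 6 min at room temperature before oxytocin, 100 s read. Evaluation: % activation of max/min ratio relative to oxytocin controls. Replication: single well per compound, singlicate. Signal: Fluo-8 calcium dye fluorescence.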
GalR3 antagonist: antagonists of human GalR3; O60755; HEK293 GalR3-CNG cAMP membrane potential fluorescence; galR3 body fused to GalR1 C-terminus; hit rate 0.44% among 360,000; inhibition, % at 3 µM;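 active means inhibition above the screen-wide average plus 3 SD, cut at about 13% in these data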;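 further: forskolin and galanin both at EC90 stimulate the cells; cAMP rise reported by CNG channel membrane potential dye signal; 0% = forskolin plus galanin with DMSO and 100% = forskolin alone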
Active calls of the source: *; · = no result given.

item	compound	MEKK2 mut-MEK5	MEKK2wt PB1 HTS	OXTR agonist	NALP1 yeast inh	V1R ag counter	GPR7 antag	M18AAP inhibitor	OXTR potentiate	GalR3 antagonist
1	CC(C)CC(=O)NC(=S)Nc1nc(-c2ccccc2)cs1	-2	104	0.6	0	0.6	-4	1	-7	-4
2	C=CCOc1ccc(/C=C/C(=O)OCC(=O)N2CCCc3ccccc32)cc1	·	·	0.2	·	-0.3	·	·	-7	-3
3	Cc1nnc2n1NC(c1ccc(Cl)cc1)C(C(=O)N(C)C1CCCCC1)S2 (stereo not drawn)	4	102	-1.2	1	0.1	-7	0	-1	-6
4	COc1cccc(C(=O)N2CCN=C2SCc2cccnc2)c1OC	7	116	1.3	3	0.9	-6	-5	-1	2
5	O=c1[nH]c(SCc2nc3c(cnn3-c3ccccc3)c(=O)[nH]2)nc2ccccc12	8	106	·	8	·	-5	1	·	5
6	FC(F)(F)c1cccc(Oc2ccc3c(C(F)(F)F)cc(C(F)(F)F)nc3n2)c1	6	105	-1.2	8	-0.1	-2	2	-5	4
7	COc1ccccc1C1C=C(c2ccc(C)cc2)Nc2nnnn21 (stereo not drawn)	·	·	-1.6	8	0.5	-4	-16	-15	-3
8	Cc1cc(OC(=O)c2ccco2)c(Sc2ccccc2[N+](=O)[O-])c(=O)o1	-1	101	·	-13	·	-1	10	·	·
9	Cn1c(=O)cc(SCC(=O)N2CCCC2)c2cc(Cl)ccc21	-7	91	0.0	3	-0.1	-6	-3	2	-4
10	O=C(CNC(=O)c1ccc(F)cc1)NCc1ccc(Cl)cc1	10	106	-0.9	22	1.5	-1	0	-10	-9
11	O=C(Nc1ccc(S(=O)(=O)Nc2nccs2)cc1)C1CCCCC1	1	92	1.7	18	1.1	-7	2	4	-4
12	COc1cc(C(=O)N2C[C@@H]3CCC[C@H]2C3)ccc1OC1CCN(C(C)=O)CC1	5	106	0.5	-4	0.7	0	-4	-1	-1
13	CCn1c(COc2ccc(C)cc2)nnc1SCC(=O)C(C)(C)C	12	105	2.1	-9	3.3	1	6	-12	-3
14	Cc1[nH]c2ccccc2c1/C=N/Nc1nc(Nc2ccc(F)cc2)nc(N2CCOCC2)n1	11	120	-1.7	26	-1.3	-12	25	-10	-1
15	COc1ccc(C(=O)OCc2cc(C)ccc2C)cc1S(=O)(=O)N1CCCC1	·	·	0.1	·	1.9	·	·	-6	-4
16	COc1ccccc1NC(=O)CSc1ncn(-c2ccccc2)n1	-2	100	0.8	-2	0.3	7	1	-2	-6
17	O=C(Cn1cccc1C(=O)c1ccccc1)NCCc1ccc(Cl)cc1	0	103	-0.6	26	0.6	4	0	-11	-6
18	CC(C)C[C@@H](CO)N1CCN(Cc2ccc(Br)cc2)CCC1=O	2	101	3.2	29	0.7	8	2	-15	-8
19	CCOC(=O)CN1C(=O)N[C@@H](CCc2ccccc2)[C@H](C(=O)OC)[C@H]1C	-2	99	0.5	·	0.6	·	·	-1	-3
20	COc1ccccc1NC(=O)CCCNC(=O)Cn1cnc2sc(C)c(C)c2c1=O	-1	96	-0.3	4	-0.5	-1	7	1	-9
21	O=C(NCc1ccco1)C1(c2ccccc2)CCCC1	1	96	-1.9	1	-1.3	6	1	-7	-1
22	COc1ccc(Cn2c(=O)sc3ccccc32)cc1OC	-6	88	11	13	12	-6	-4	-23	-9
23	COC(=O)N1CCN(c2ccc(Cl)c(Cl)c2)CC1	2	95	8.0	13	5.6	-2	3	-3	·
24	COC(=O)c1[nH]c2ccc(Br)cc2c1NC(=O)Oc1ccccc1	10	103	1.8	2	1.9	-12	12	-5	-2
25	Fc1ccc(C2=Nn3c(nnc3-c3n[nH]c4c3CCC4)SC2)cc1	9	105	-1.3	-12	0.6	-15	-10	-9	-2
26	Cc1ccccc1OCCC(=O)OCC(=O)c1c(N)n(CC(C)C)c(=O)n(C)c1=O	-1	99	13	1	15	5	0	-18	-3
27	COCc1cc(=O)[nH]c(-c2ccc(C(F)(F)F)cc2)n1	-6	93	-0.6	1	-0.2	-6	-7	-16	-4
28	COc1ccc(C)cc1NC(=O)NCc1ccc(F)cc1	6	99	-2.2	5	-0.5	-3	5	1	-2
29	CNC(=O)c1cc(-c2ccc(Cl)cc2)n(-c2ccccc2)n1	-2	99	-1.5	-10	-0.9	14	0	-4	-11
30	CCOC(=O)c1cc(=O)cc(C(=O)OCC)o1	-1	108	0.8	13	0.8	-7	10	-9	-4
31	COc1ccc(Cn2c(=N)c(C(=O)NCC3CCCO3)cc3c(=O)n4ccccc4nc32)cc1 (stereo not drawn)	3	103	0.5	6	0.3	9	4	2	-7
32	Cc1ccc(CN2CCN(Cc3ccc(Oc4ncccn4)cc3)CC2CCO)cc1 (stereo not drawn)	-9	93	0.5	16	0.2	-4	3	2	-7
33	CCN(CC)c1ccc(/C=c2/sc3nnc(-c4ccccc4C)n3c2=O)cc1	318*	·	4.3	-25	5.2	5	-5	-9	0
34	On1c(-c2ccccc2)nc2ccc(Cl)cc21	0	100	4.6	3	0.8	-3	-2	1	-3
35	COc1ccc2cc(C(=O)C3CCCN(Cc4cccc(C)n4)C3)ccc2c1 (stereo not drawn)	11	109	5.9	10	4.5	-16	-1	-5	-6
36	Cc1nc2ccccc2c(=O)n1NC(=O)CCC(=O)O	1	105	0.2	2	1.9	-12	0	-5	-8
37	COc1ccc(CCN(C)CC(O)COc2c(C)ccc(C)c2C)cc1OC (stereo not drawn)	3	109	4.2	9	10	9	-12	-9	-5
38	COc1cccc(N2CCN(C(=S)NCCc3ccccc3)CC2)c1	6	112	3.3	·	2.7	7	4	-13	-5
39	O=c1c2cc(N3CCOCC3)ccc2[nH]c(=S)n1CCc1ccccc1	-4	95	-0.3	3	1.2	-14	4	-4	2
40	COCCn1nnnc1CN(Cc1cccnc1)Cc1cc2cc(OC)ccc2[nH]c1=O	2	103	·	1	·	-10	29*	·	3

Single records (already shown). Order of screens: MEKK2 mut-MEK5 | MEKK2wt PB1 HTS | OXTR agonist | NALP1 yeast inh | V1R ag counter | GPR7 antag | M18AAP inhibitor | OXTR potentiate | GalR3 antagonist
COc1ccc(CCN(C)CC(O)COc2c(C)ccc(C)c2C)cc1OC (stereo not drawn) in the list: 3 | 109 | 4.2 | 9 | 10 | 9 | -12 | -9 | -5
COC(=O)N1CCN(c2ccc(Cl)c(Cl)c2)CC1 in the list: 2 | 95 | 8.0 | 13 | 5.6 | -2 | 3 | -3 | ·
On1c(-c2ccccc2)nc2ccc(Cl)cc21 in the list: 0 | 100 | 4.6 | 3 | 0.8 | -3 | -2 | 1 | -3
Cc1ccccc1OCCC(=O)OCC(=O)c1c(N)n(CC(C)C)c(=O)n(C)c1=O in the list: -1 | 99 | 13 | 1 | 15 | 5 | 0 | -18 | -3
COc1ccc(Cn2c(=N)c(C(=O)NCC3CCCO3)cc3c(=O)n4ccccc4nc32)cc1 (stereo not drawn) in the list: 3 | 103 | 0.5 | 6 | 0.3 | 9 | 4 | 2 | -7

(list continues)
item	compound	MEKK2 mut-MEK5	MEKK2wt PB1 HTS	OXTR agonist	NALP1 yeast inh	V1R ag counter	GPR7 antag	M18AAP inhibitor	OXTR potentiate	GalR3 antagonist
41	Cc1ccccc1C(=O)Nc1nnc(CC(=O)N/N=C/c2ccncc2)s1	-8	85	0.4	2	0.6	-9	1	-3	2
42	COc1ccc(CCN2C(=S)NC3CC2(C)Oc2ccc([N+](=O)[O-])cc23)cc1OC (stereo not drawn)	-3	97	1.9	-6	5.0	2	2	-5	-4
43	CCOC(=O)c1cc(C#N)c(Oc2cccc(C(F)(F)F)c2)nc1-c1ccccc1	5	100	0.6	31	1.5	-6	-2	-8	-4
44	CC(=O)NCCc1nc2ccccc2n1Cc1ccc(C)cc1	11	112	2.8	-2	0.6	-5	4	0	·
45	COc1cccc(NC(=O)C2C3C=CC4(O3)C2C(=O)N(CCCN2CCCCC2)C4C(=O)NC2CCCCC2)c1 (stereo not drawn)	4	104	-0.3	-8	1.5	-9	-4	-10	-10
46	CCN1CCN(CCCNC(=O)c2ccc3c(c2)N(Cc2ccccc2)CCS3)CC1	6	116	2.9	14	1.1	1	4	-5	3
47	COc1cc(C(=O)NCC(=O)OCC(=O)Nc2ncc(Cl)cc2Cl)cc(OC)c1OC	0	94	-0.1	3	-0.2	-9	-6	2	-4
48	C/C(=N\NC(=O)c1ccc(Cl)c(S(=O)(=O)Nc2ccccc2Cl)c1)c1ccncc1	2	106	-0.8	14	1.1	4	-11	-6	-7
49	COc1ccc(F)cc1S(=O)(=O)N1CCN(Cc2ccc3c(c2)OCO3)CC1	-10	88	-0.6	13	0.3	-8	-9	-13	-2
50	O=C(COc1ccccc1Cl)NC(=S)Nc1ccccc1N1CCCC1	-2	97	-1.0	-10	-0.8	-24	13	-10	3
51	Cn1c(=O)cc(Nc2ccc(Cl)cc2)[nH]c1=O	3	107	-0.7	5	-0.3	-10	-16	-17	-13
52	Cc1cc2oc(=O)cc(CNc3ccccc3F)c2cc1O	4	103	5.5	5	6.3	38*	5	-19	-13
53	Cc1cccc(N2CCN(C(=O)C3CCN(S(=O)(=O)N4CCOCC4)CC3)CC2C)c1 (stereo not drawn)	-2	98	3.7	10	5.2	-4	-3	-7	-7

In the list so far, these contain two or more sulfur atoms.
item	compound	MEKK2 mut-MEK5	MEKK2wt PB1 HTS	OXTR agonist	NALP1 yeast inh	V1R ag counter	GPR7 antag	M18AAP inhibitor	OXTR potentiate	GalR3 antagonist
1	CC(C)CC(=O)NC(=S)Nc1nc(-c2ccccc2)cs1	-2	104	0.6	0	0.6	-4	1	-7	-4
11	O=C(Nc1ccc(S(=O)(=O)Nc2nccs2)cc1)C1CCCCC1	1	92	1.7	18	1.1	-7	2	4	-4

4 compounds from above, limited to OXTR agonist and NALP1 yeast inh:
no.	Molecule	OXTR agonist	NALP1 yeast inh
30	CCOC(=O)c1cc(=O)cc(C(=O)OCC)o1	0.8	13
31	COc1ccc(Cn2c(=N)c(C(=O)NCC3CCCO3)cc3c(=O)n4ccccc4nc32)cc1 (stereo not drawn)	0.5	6
32	Cc1ccc(CN2CCN(Cc3ccc(Oc4ncccn4)cc3)CC2CCO)cc1 (stereo not drawn)	0.5	16
33	CCN(CC)c1ccc(/C=c2/sc3nnc(-c4ccccc4C)n3c2=O)cc1	4.3	-25
